Shn3 inh set2 – reduces Shn3 3'UTR luciferase signal in osteoblasts; 360,000 compounds, 0.52% hits; AID 588674; inhibition, % at 12.5 µM; Clone20 osteoblast Shn3 3'UTR firefly luciferase, 24 h;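 active means mean inhibition of at least 75% with every replicate also reaching 75%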;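 further: 0% = median of neutral control wells and 100% = pilot-screen positive control compound; some compounds past the cut are filed as inactive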
CaV13 FRET inh – Primary screen for inhibitors of IQ motif and Ca2+-dependent inactivation inhibitor domain binding in CACNA1D, Förster resonance energy transfer in living cells, …; HEK cells, CFP/YFP FRET ICDI-IQ, plate reader, 10 min; percent FRET-ratio fall versus neutral wells; inhibition, % at 12.3 µM; 340,000 compounds, 0.098% hits; AID 743397;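 active means mean replicate inhibition of at least 30% and at least 1% of replicates passing that level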;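 further: 0% = median of the neutral control wells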
Peg3 promoter – Peg3 promoter activity inhibition | HeLa PEG-Prom luciferase reporter, luminescence, overnight | inhibition, % at 20 µM | 360,000 compounds, 1.7% hits | AID 588405;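 active means inhibition of at least 50% at 20 µM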
NR2E3 ag-1 – activates human NR2E3 receptor. 360,000 compounds, 0.35% hits. AID 602229. CHO-S Gal4-NCOR/VP16-NR2E3 two-hybrid, luciferase. inhibition of corepressor binding, % at 3.98 µM;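 active means inhibition above the mean of all tested compounds plus 3 SD, cut at about 70% in these data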;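 further: 0% = DMSO with NR2E3 transfected cells and 100% = cells lacking NR2E3 construct; higher means lower luciferase signal from less NR2E3 corepressor binding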
Target sequence (Q9Y5X4 whole entry, looked up, the tested form may be a part): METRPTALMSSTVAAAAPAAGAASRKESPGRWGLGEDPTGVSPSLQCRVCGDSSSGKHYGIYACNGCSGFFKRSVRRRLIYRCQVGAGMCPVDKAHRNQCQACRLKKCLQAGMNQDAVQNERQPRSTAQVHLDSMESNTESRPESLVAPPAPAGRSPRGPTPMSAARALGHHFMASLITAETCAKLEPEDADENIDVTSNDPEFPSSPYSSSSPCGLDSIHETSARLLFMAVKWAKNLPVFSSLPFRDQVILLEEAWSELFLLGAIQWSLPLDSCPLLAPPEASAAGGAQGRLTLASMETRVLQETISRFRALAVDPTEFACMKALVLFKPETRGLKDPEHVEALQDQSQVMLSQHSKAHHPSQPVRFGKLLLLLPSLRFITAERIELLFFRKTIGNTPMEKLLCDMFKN
Cardio protect – protects H9c2 cardiomyocytes from peroxide injury. H2O2 injury protection, ATPLite, 2 h. protection from H2O2 cell death, % at 20 µM. 360,000 compounds, 0.63% hits. AID 588492;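 active means compounds giving at least 50% protection of heart cells from peroxide-induced death in the single-dose screen, raw or plate-pattern-corrected value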;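 further: 0% = DMSO wells with peroxide and 100% = DMSO wells without peroxide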
hiPSC survival – increases survival of single human iPS cells. hiPSC single-cell survival, ATPlite luminescence; 100% = ROCK inhibitor wells, 0% = DMSO. survival enhancement, % at 20 µM. 360,000 compounds, 0.044% hits. AID 602274; in the data active means survival enhancement above about 18%;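 further: cells exposed to compounds for 16 hours before the ATP read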
NR2E3 ag-2 – activates human photoreceptor nuclear receptor NR2E3 | Q9Y5X4 | GST-NR2E3/biotin-RetCOR TR-FRET, 1536-well | inhibition of corepressor binding, % at 4.78 µM | 320,000 compounds, 0.12% hits | AID 2300;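 active means percent inhibition above the cutoff of mean plus 3 SD of all tested compounds, set per screening campaign, cut at about 20% in these data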;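 further: 0% = DMSO wells and 100% = biotin wells as full block of FRET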
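Material: NR2E3–RetCOR corepressor complex / Incubation: Compound–protein incubation for 5 h at 4 °C / Dosing: compound at 4.8 µM, single dose / Detection: time-resolved FRET / Benchmarks: high control biotin, low control 0.6% DMSO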
HTR2A ag – agonists of mouse serotonin 5-HT2A receptor (HTR2A); 360,000 compounds, 0.66% hits; P35363; activation, % at 7.6 µM; CHO-K1 mHTR2A beta-arrestin complementation, luminescence; percent of 30 µM serotonin response;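 active means activation above a run cutoff, the mean activation of all tested compounds plus 3 SD, cut at about 14% in these data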;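 further: 0% = plate median of compound wells and 100% = 30 µM serotonin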
HIF-2a block – inhibitors of HIF-2a; 360,000 compounds, 0.72% hits; AID 624352; inhibition, % at 18.8 µM; 786-0 RCC cells HIF-2a reporter, luciferase luminescence, overnight;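 active means inhibition of the luminescence signal of 40% or more relative to plate controls, in a single-dose primary screen at 18.75 µM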
PDI inh – blocks human protein disulfide isomerase activity; P07237; inhibition, % at 10 µM; 350,000 compounds, 0.052% hits; PDI insulin aggregation turbidity, A650, 90 min;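 active means mean inhibition across replicates of 30% or more, whatever share of single replicates reach that level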;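 further: absorbance from insulin aggregation driven by PDI reduction with DTT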
Target sequence (P07237 whole entry, looked up): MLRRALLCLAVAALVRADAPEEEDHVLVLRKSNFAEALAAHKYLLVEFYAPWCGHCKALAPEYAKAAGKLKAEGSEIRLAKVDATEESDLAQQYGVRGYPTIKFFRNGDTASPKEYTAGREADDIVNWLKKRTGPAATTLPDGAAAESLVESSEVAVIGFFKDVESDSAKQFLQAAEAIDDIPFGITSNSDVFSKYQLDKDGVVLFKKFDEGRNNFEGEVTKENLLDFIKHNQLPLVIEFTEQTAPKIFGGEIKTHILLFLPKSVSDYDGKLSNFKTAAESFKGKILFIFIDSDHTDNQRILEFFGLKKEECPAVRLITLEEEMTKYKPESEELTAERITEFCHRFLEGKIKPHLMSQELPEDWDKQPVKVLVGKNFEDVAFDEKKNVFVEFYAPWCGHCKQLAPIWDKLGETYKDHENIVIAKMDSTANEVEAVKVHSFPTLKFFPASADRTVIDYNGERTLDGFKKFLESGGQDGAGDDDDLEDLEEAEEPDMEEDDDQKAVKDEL
TRPM1 prom inh – MITF TRPM1 promoter inhibition in SK-MEL-5 cells; SK-MEL-5 TRPM1 promoter luciferase, 24 h; inhibition, % at 12.5 µM; 330,000 compounds, 0.83% hits;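 active means mean inhibition across replicates of 60% or more, whatever share of single replicates reaches that level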; further: values of inactives mirror those of a sister screen read the other way
* hit, by the source's call; x = not tested or not shown.

SMILES	Shn3 inh set2	CaV13 FRET inh	Peg3 promoter	NR2E3 ag-1	Cardio protect	hiPSC survival	NR2E3 ag-2	HTR2A ag	HIF-2a block	PDI inh	TRPM1 prom inh
O=C1c2ccccc2C(c2nnnn2-c2ccc3c(c2)OCCO3)N1CCc1ccccc1F (stereo not drawn)	x	-7.1	x	-2.3	x	-0.4	x	-3.7	-37.7	x	x
CCOC(=O)C1=C(C)NC(=O)NC1c1ccc(OCCO)c(OC)c1 (stereo not drawn)	13.6	x	21.3	6.0	12.2	6.0	7.4	4.7	29.1	4.9	-7.7
CCOC(=O)c1c(NC(=O)CCN2C(=O)c3cccc([N+](=O)[O-])c3C2=O)sc(C(=O)OC(C)C)c1C	-11.8	-1.9	0.3	-3.4	1.7	-0.5	-2.4	-0.3	-0.5	-9.6	-5.8
CCc1nc2ccc(C(=O)NCCN3CCNC3=O)cn2c1N(C)CCC(C)C	6.8	-6.1	5.0	0.9	2.4	2.6	x	-2.2	3.6	-1.0	x
COC(=O)c1ccc(NC(=O)NS(=O)(=O)c2ccc(C)cc2)cc1	-20.5	-4.3	-5.0	-3.9	1.2	-0.4	1.3	-5.8	8.8	-1.8	4.1
CCN(CC)c1ccc2cc(S(=O)(=O)c3ccc(C)cc3)c(=O)oc2c1	-12.8	-3.1	-1.4	-9.8	-14.4	-2.0	0.1	5.9	-1.8	0.3	11.2
CCC(=O)N1CCN(c2ccc(NC(=S)NC(=O)COc3ccccc3)cc2)CC1	x	-4.1	-3.6	-16.5	-14.3	-0.3	6.9	1.6	7.4	-0.5	5.3
CC(C)(C)n1nnnc1C(c1ccc(F)cc1)N(Cc1ccc(F)cc1)Cc1ccco1 (stereo not drawn)	17.5	-3.2	17.4	-21.9	-16.0	-0.9	3.0	-5.5	6.3	-2.2	12.6
CC1CCC(C(C)C)C(OCC(O)C[N+]2(C)CCCCC2)C1 (stereo not drawn)	11.0	0.2	9.8	-10.5	6.3	-0.6	4.1	-0.6	15.6	6.1	2.1
Cc1[nH]c2ccccc2c1C(=O)CSc1n[nH]c(N)n1	3.5	-18.3	4.1	4.7	3.0	-0.6	-0.5	-0.5	6.8	-2.6	10.6
COCCN(CC(=O)Nc1ccccc1)S(=O)(=O)c1ccc(S(=O)(=O)N2CCCC2)cc1	5.3	-5.3	17.0	-4.7	-5.5	0.3	-0.2	3.5	19.9	1.7	-8.0
O=C(O)CCc1c(C(=O)O)[nH]c2ccccc12	1.4	-5.0	0.1	-2.0	3.7	-0.2	0.8	1.1	4.6	2.1	-3.4
O=c1c2c3nc4ccccc4nc3n(-c3ccc4c(c3)OCCO4)c2ncn1C1CCCC1	8.9	x	58.7*	-10.0	-20.0	-0.5	0.8	0.8	-0.6	-2.0	82.3*
COc1ccc(C(=O)N/C(=C\c2cn(S(=O)(=O)N(C)C)c3ccccc23)C(=O)NCCCN2CCOCC2)cc1	2.2	-6.5	-13.5	-31.0	2.7	0.0	-3.8	-11.3	6.0	8.4	-1.9
CN(C(=O)c1cc2c(s1)-c1ccccc1S(=O)(=O)C2)c1ccccc1	-3.6	-2.4	-28.9	2.4	2.7	0.3	4.8	1.3	-106.7	-5.3	-8.9
OCCNc1nc(Nc2ccccc2)nc2ccccc12	35.2	x	-4.8	13.2	-7.6	-2.5	-3.8	-3.8	-2.5	-15.8	0.1
COc1cccc(-c2nnc(NC(=O)c3ccccc3Br)o2)c1	-6.4	-5.7	4.8	-15.4	12.7	0.9	-2.0	-6.0	-3.1	2.3	0.6
COc1cccc(CN2CCN(Cc3cc(OC)c(OC)cc3[N+](=O)[O-])CC2)c1	23.5	x	21.6	-8.2	-0.2	-1.6	-0.1	0.2	4.6	0.7	1.3
O=C(Nc1ccnn1C1CCN(CCCC2CCCC2)CC1)c1ccccc1Cl	8.8	-4.9	-3.6	-12.8	-0.1	-0.6	1.7	-7.0	9.7	-15.7	3.3
CCOC(=O)CSc1ccc(S(=O)(=O)N2CCCC2)cc1[N+](=O)[O-]	-2.2	5.6	16.0	13.7	7.5	0.1	1.2	-0.3	21.9	4.0	-12.2
Nc1nc(SCC(=O)NCCOCCO)nc2sc3c(c12)CCCC3	-3.6	-4.0	-11.4	0.3	-2.3	0.1	-4.7	-1.9	-6.5	4.1	10.3
c1ccc(-c2nnnn2CCOCCn2nnnc2-c2ccccc2)cc1	6.9	-8.8	7.6	-5.9	2.7	0.4	0.9	4.5	13.0	-1.8	-0.7
O=C(NCc1ccc(N2CCCC2=O)cc1)c1cn(CCc2ccccc2)nn1	-6.2	x	6.4	-6.0	-7.1	3.5	1.1	-0.3	1.2	0.6	5.2
COc1ccc(C2/C(=C(\O)c3cc(C)ccc3C)C(=O)C(=O)N2CCN(C)C)cc1OC (stereo not drawn)	-0.5	-4.2	0.2	-21.4	10.5	-0.3	-2.3	8.4	8.5	1.9	-2.9
C=CCn1c(SC)nnc1-c1cccc([N+](=O)[O-])c1	-3.3	-8.1	-17.4	-25.7	-1.2	-0.3	2.0	5.8	11.7	2.8	-11.3

(listing goes on)
SMILES	Shn3 inh set2	CaV13 FRET inh	Peg3 promoter	NR2E3 ag-1	Cardio protect	hiPSC survival	NR2E3 ag-2	HTR2A ag	HIF-2a block	PDI inh	TRPM1 prom inh
O=C(OCC(=O)N1CCCCC1)c1ccccc1SCC(=O)N1CCCCC1	19.8	-3.5	-60.1	-35.4	-2.9	0.5	-4.2	4.1	-34.0	0.5	-3.0
O=c1[nH]c(CSc2nnc(Cc3ccccc3)o2)nc2ccccc12	-9.1	-4.7	16.5	-11.9	14.0	-1.9	0.2	-0.8	12.6	-4.4	0.4
COc1ccc(/C(C)=N/N=C2/NC(=O)CC(C(=O)O)S2)cc1 (stereo not drawn)	5.4	-2.8	26.5	-3.9	4.5	-0.1	0.5	1.6	10.3	-3.2	-1.1
CN(CCCNC(=O)CN1C(=O)CC(C)(C)S(=O)(=O)c2ccccc21)C1CCCCC1	1.3	-10.1	14.2	4.6	-0.2	-2.0	-1.1	1.0	18.1	-3.5	-6.7
CCC(CC)c1ncc[nH]1	-11.2	-21.0	-12.2	-11.8	0.2	-0.4	-1.1	6.2	5.3	4.3	1.8
CN1CCC(=NNC(=O)C(=O)NC2CCCC2)CC1	-18.7	x	4.4	-5.5	-3.2	0.4	0.0	-1.2	9.0	-2.0	-5.2
Cc1nnc(SCC(=O)N(C)C2CCCCC2)s1	-18.1	3.9	-19.8	-8.8	8.5	-1.6	4.0	-5.0	-16.7	4.9	-11.1
COc1ccc(N2CCN(C(=O)Cn3nnc(-c4cccs4)n3)CC2)cc1	4.1	x	31.3	-9.8	1.1	-0.7	-2.3	-0.5	4.2	-5.8	11.9
CCN1CCc2c(sc(NC(=O)C3COc4ccccc4O3)c2C(N)=O)C1 (stereo not drawn)	-21.0	1.5	-163.4	-18.1	-2.0	-0.4	-0.2	-9.5	-133.6	-1.8	-82.9
CCN(CC)c1ccc(NC(=O)c2ccc(S(=O)(=O)N3CCOCC3)cc2)cc1	18.7	-6.3	6.4	-7.0	-4.3	3.1	x	-1.5	23.6	-10.0	-0.3
Cc1[nH]c(=O)c(C#N)cc1-c1csc(-c2ccccc2)n1	8.3	-17.4	59.8*	0.2	15.4	0.0	1.9	0.4	18.3	1.9	30.8
CCC(C(=O)NCCCN(CC)Cc1ccccc1)n1nc(C)c2sc3ccccc3c2c1=O (stereo not drawn)	24.5	-7.2	34.3	27.9	4.3	-0.6	5.7	-7.5	2.0	6.0	11.9
COc1ccc(C(=O)c2cnc(/N=C/N(C)C)s2)cc1	-20.6	-3.9	-68.6	-28.3	1.3	-3.8	5.3	2.8	-83.9	-3.9	-13.5
CC(C(=O)OCc1nnc(-c2ccccc2)o1)N1C(=O)c2ccccc2C1=O (stereo not drawn)	-6.2	x	-76.1	-23.2	1.8	-2.5	2.3	-0.8	-81.2	-0.8	-12.6
COc1cccc(CNC(=O)CCC2CCCN(Cc3ccc4c(c3)CCO4)C2)c1 (stereo not drawn)	1.2	-1.7	-2.1	9.1	-2.0	-0.4	0.1	-4.1	-3.3	-4.0	6.5
CCCCNCc1cc(OCC)c(OCC(N)=O)cc1Br	1.8	-9.1	8.0	4.3	-0.9	-1.0	1.1	3.7	-30.8	1.4	-4.9
COc1ccc(C2/C=C\CN(C(=O)NC(C)C)CC(=O)N2Cc2ccc(F)cc2)cc1 (stereo not drawn)	2.1	-9.8	-3.4	-27.5	-0.6	-2.3	4.7	1.2	12.8	1.9	2.9
COC(=O)c1ccc(NC2c3ncccc3C(=O)N2Cc2cccs2)cc1 (stereo not drawn)	-9.1	-6.5	2.3	0.1	3.0	6.0	5.8	6.4	24.3	-18.3	5.5

A draw from above in order of molar mass, highest first:
SMILES	Shn3 inh set2	CaV13 FRET inh	Peg3 promoter	NR2E3 ag-1	Cardio protect	hiPSC survival	NR2E3 ag-2	HTR2A ag	HIF-2a block	PDI inh	TRPM1 prom inh
O=c1c2c3nc4ccccc4nc3n(-c3ccc4c(c3)OCCO4)c2ncn1C1CCCC1	8.9	x	58.7*	-10.0	-20.0	-0.5	0.8	0.8	-0.6	-2.0	82.3*
COc1ccc(/C(C)=N/N=C2/NC(=O)CC(C(=O)O)S2)cc1 (stereo not drawn)	5.4	-2.8	26.5	-3.9	4.5	-0.1	0.5	1.6	10.3	-3.2	-1.1
Cc1[nH]c(=O)c(C#N)cc1-c1csc(-c2ccccc2)n1	8.3	-17.4	59.8*	0.2	15.4	0.0	1.9	0.4	18.3	1.9	30.8
Cc1[nH]c2ccccc2c1C(=O)CSc1n[nH]c(N)n1	3.5	-18.3	4.1	4.7	3.0	-0.6	-0.5	-0.5	6.8	-2.6	10.6
OCCNc1nc(Nc2ccccc2)nc2ccccc12	35.2	x	-4.8	13.2	-7.6	-2.5	-3.8	-3.8	-2.5	-15.8	0.1

As entered above:
CN1CCC(=NNC(=O)C(=O)NC2CCCC2)CC1 in NR2E3 ag-1 → -5.5
COc1cccc(-c2nnc(NC(=O)c3ccccc3Br)o2)c1 in hiPSC survival → 0.9
O=C(O)CCc1c(C(=O)O)[nH]c2ccccc12 in HTR2A ag → 1.1

Screening results from PubChem BioAssay.
